RBBP9 inhibitor = blocks human serine hydrolase RBBP9; O75884; recombinant RBBP9, FP-Rh probe fluorescence polarization; inhibition, % at 7.94 µM; actives 0.2% (n = 220,000); AID 1515;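 active = inhibition above the campaign mean of all tested compounds plus 3 SD, cut at about 14% in these data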;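 also: plate controls were DMSO wells with RBBP9 for no effect and wells lacking RBBP9 protein for full effect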
Target sequence (O75884 whole entry, looked up): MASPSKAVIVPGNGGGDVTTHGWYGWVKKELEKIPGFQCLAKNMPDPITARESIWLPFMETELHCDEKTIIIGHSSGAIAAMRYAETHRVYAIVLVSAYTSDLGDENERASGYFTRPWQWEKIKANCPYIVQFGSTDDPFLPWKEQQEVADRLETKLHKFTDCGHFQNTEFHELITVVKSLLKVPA
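Measured by – fluorescence polarization · Test system – RBBP9 protein · Input – 2.5 µM RBBP9 dispensing solution, before mixing · Measure – percent inhibition from mP, scaled between DMSO and no-protein wells · Benchmarks – DMSO-treated enzyme wells and wells lacking RBBP9 · Times – preincubation 30 min plus labeling 45 min at 25 °C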
S1P4 antagonist = blocks the human S1P4 receptor | O95977 | S1P4-expressing cells, antagonist mode, reporter read-out | inhibition, % at 4.98 µM | actives 0.26% (n = 220,000); in the data active = inhibition above about 29%;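 also: 0% = wells stimulated with agonist and 100% = vehicle wells without agonist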
Target sequence (O95977 whole entry, looked up): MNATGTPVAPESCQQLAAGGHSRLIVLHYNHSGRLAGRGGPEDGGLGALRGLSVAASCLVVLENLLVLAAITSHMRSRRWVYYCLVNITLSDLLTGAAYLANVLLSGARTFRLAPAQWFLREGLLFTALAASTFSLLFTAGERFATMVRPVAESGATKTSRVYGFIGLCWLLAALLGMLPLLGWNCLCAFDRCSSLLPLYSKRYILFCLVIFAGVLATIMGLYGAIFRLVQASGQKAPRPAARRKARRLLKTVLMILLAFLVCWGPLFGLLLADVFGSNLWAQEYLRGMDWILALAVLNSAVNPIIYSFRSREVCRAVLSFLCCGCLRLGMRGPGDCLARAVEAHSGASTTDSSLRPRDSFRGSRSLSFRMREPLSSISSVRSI
NPY1 pot ag = human NPY-Y1 potentiation or agonism, primary screen. NPY-Y1 expressing cells, potentiator/agonist activation. activation, % at 3.6 µM. P25929. actives 0.37% (n = 220,000); in the data active = activation above about 33%, passing the limit was not always enough;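 also: cells stimulated with NPY at EC10 then isoproterenol at EC100; 0% = low agonist plus stimulus and 100% = saturating agonist plus stimulus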
Target sequence (P25929 whole entry, looked up): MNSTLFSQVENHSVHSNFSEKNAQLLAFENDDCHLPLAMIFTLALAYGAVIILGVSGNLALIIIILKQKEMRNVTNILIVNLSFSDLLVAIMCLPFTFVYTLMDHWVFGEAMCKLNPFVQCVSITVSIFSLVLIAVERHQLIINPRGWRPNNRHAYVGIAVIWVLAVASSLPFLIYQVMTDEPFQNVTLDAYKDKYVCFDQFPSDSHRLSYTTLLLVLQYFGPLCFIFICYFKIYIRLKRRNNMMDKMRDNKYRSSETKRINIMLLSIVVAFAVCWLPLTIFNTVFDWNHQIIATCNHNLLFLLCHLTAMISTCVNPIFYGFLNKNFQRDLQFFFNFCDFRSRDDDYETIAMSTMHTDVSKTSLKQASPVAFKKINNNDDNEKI
BaF3 parental = reduces parental Ba/F3 cell viability, JAK2V617F counter-screen; actives 1.1% (n = 220,000); inhibition, % at 5.6 µM; CellTiter-Glo ATP luminescence;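 active = inhibition above a per-campaign cutoff, the mean inhibition of all tested compounds plus 3 SD, cut at about 27% in these data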;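 also: 0% = DMSO wells and 100% = JAK Inhibitor I control wells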
Ba/F3 V617F tox = loss of viability in JAK2V617F-driven Ba/F3 cells. Ba/F3 EpoR-JAK2V617F viability, ATP luminescence. inhibition, % at 5.6 µM. actives 1.1% (n = 220,000). AID 1446;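 active = inhibition above the campaign mean plus 3 SD over all tested compounds, cut at about 24% in these data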;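 also: cytokine-independent growth of Ba/F3 cells driven by EpoR plus mutant JAK2; 0% = DMSO-treated cells and 100% = JAK inhibitor I control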
Runt-CBFb FRET = inhibitors of human RUNX1 Runt domain binding to CBFb | Q01196+Q13951 | Cerulean-Runt/Venus-CBFb FRET ratio 530/480, 1 h | inhibition, % at 20 µM | actives 0.46% (n = 220,000) | AID 1496;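 active = inhibition over about 50% at 20 µM in the single-dose screen, limit read from the data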;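 also: 0% = DMSO wells and 100% = excess unlabeled CBFb competitor control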
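Reagent – Venus-CBFb binding partner, 100 nM · Assay system – Cerulean-tagged RUNX1 Runt domain (FRET donor) fusion protein · Input – 100 nM per protein · Incubation – two 1 h room-temperature incubations shielded from light · Measured by – FRET fluorescence · Medium – Tris buffer pH 7.5 with salts and BSA · Benchmarks – unlabeled CBFb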
NPY-Y1 antag = NPY-Y1 (human) receptor antagonism. HEK293-CNG Y1 cells, membrane potential fluorescence; NPY at EC95, then isoproterenol. inhibition, % at 3.6 µM. actives 1% (n = 200,000);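 active = inhibition above the campaign mean inhibition of all tested compounds plus 3 SD, cut at about 20% in these data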;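 also: 0% = DMSO wells given NPY plus isoproterenol and 100% = isoproterenol alone without NPY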
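Test system – HEK293 Y1/CNG channel cell line · Also added – NPY agonist 25 nM, then isoproterenol 1 µM plus Ro 20-1724 25 µM · Compound dosing – one concentration, 3.6 µM, in 0.4% DMSO · Schedule – compound incubation 1 h at room temperature, readout 45 min post-stimulation · Technique – fluorescence, membrane potential probe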
S1P4 ag = human S1P4 receptor agonism. S1P4-expressing cell line, agonist reporter assay. activation, % at 4.98 µM. actives 0.35% (n = 220,000). AID 1509; in the data active = activation above about 11%;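 also: 0% = DMSO vehicle and 100% = reference agonist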
NPY-Y2 PAM-ag = potentiators or agonists of human neuropeptide Y receptor Y2; P49146; cells expressing NPY-Y2, potentiator/agonist read-out; activation, % at 3.6 µM; actives 0.45% (n = 220,000); in the data active = activation above about 27%;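 also: cells stimulated with NPY near EC25 plus isoproterenol at EC100; 0% = vehicle plus submaximal agonist and 100% = vehicle plus saturating agonist; some results beyond the cut were filed as inactive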
* marks the source's active call; other numbers are inactive results; · = no result given.

SMILES | RBBP9 inhibitor | S1P4 antagonist | NPY1 pot ag | BaF3 parental | Ba/F3 V617F tox | Runt-CBFb FRET | NPY-Y1 antag | S1P4 ag | NPY-Y2 PAM-ag
COc1ccc(-c2[nH]ncc2CNCCCSC)cc1F | -5 | -15 | 11 | 4 | -5 | -1 | 8 | 1.4 | -1
CCOC(=O)C1=C(COC(=O)C2(C)CC2(Cl)Cl)NC(=O)NC1c1ccccc1 (centres undefined) | 0 | -21 | -3 | 2 | 4 | -2 | 3 | 1.4 | 11
CCOC(=O)c1c(NC(=O)CSc2nnc(-c3c[nH]c4ccccc34)n2CCOC)sc2c1CCCCC2 | 3 | -3 | -9 | 5 | 0 | -4 | 2 | 2.3 | 8
O=C(CSc1nc2ccc([N+](=O)[O-])cc2[nH]1)c1ccc(Cl)cc1 | 0 | -9 | -13 | 7 | 0 | -5 | 0 | 0.5 | -5
Cc1cccc(C)c1NC(=O)NN(C(=O)c1ccccc1)C(C)(C)C | -7 | -13 | -22 | 9 | 0 | 0 | 4 | -0.7 | -11
CCn1c(C)cc(/C=C2/SC(=O)N(C(C)C(=O)OC)C2=O)c1C (centres undefined) | -3 | -3 | 4 | 3 | 3 | 1 | · | 1.3 | -2
CCCCSc1nnc(CSc2nc3nc(C)cc(C)n3n2)o1 | -9 | -7 | 3 | 0 | -2 | 2 | 4 | -1.9 | 14
Cc1ccc(-n2ncc3c(=O)[nH]c(SC(C)C)nc32)cc1 | -10 | -4 | -17 | 2 | 1 | 0 | 0 | -1.7 | 2
CC/C(C)=N/Nc1cccc([N+](=O)[O-])c1 | -3 | 1 | 5 | -2 | -3 | 0 | 2 | 2.6 | 2
COC(=O)C1NN=C(C(=O)c2ccc(Cl)cc2)C1c1ccc(OC)cc1 (centres undefined) | -2 | -11 | -3 | 1 | -1 | -2 | 7 | 0.3 | -11
Cc1ccccc1C(=O)NC1CCN(CC(=O)NCc2cccs2)CC1 | -4 | -4 | -10 | 4 | 2 | 0 | 0 | 0.4 | -7
O=C(c1ccco1)N1CCN(C(c2ccc(Cl)cc2)c2nnnn2CC2CCCO2)CC1 (centres undefined) | 4 | 13 | 8 | 5 | -6 | 2 | 2 | -2.0 | 6
O=C1NN(c2ccccc2)C(=O)/C1=C/c1coc2ccccc2c1=O | -5 | -11 | -2 | 1 | -6 | -2 | -1 | 0.6 | 9
COc1ccc2cc(/C=N/O)c(Cl)nc2c1 | -6 | 0 | 9 | 7 | 0 | 0 | -4 | -0.1 | -2
N#Cc1nc(-c2ccc(Cl)cc2)oc1NCC1CCCO1 (centres undefined) | -4 | -11 | -3 | 6 | 2 | -3 | 0 | 0.2 | 2
COc1cc(C(=S)N2CCCC2)cc(OC)c1OC | -2 | 4 | 0 | 0 | -1 | 3 | 1 | -0.9 | 11
Cc1cc(C(=O)CSc2nc3ccccc3[nH]2)c(C)n1CC1CCCO1 (centres undefined) | 0 | -29 | -45 | 40* | 17 | 1 | 26* | -1.3 | 9
O=C(NCCCN1CCOCC1)c1c(F)cccc1F | -10 | 2 | 16 | 5 | -3 | 1 | 3 | -4.2 | 9
Cc1ccc(C)c(-n2c(-c3ccc4c(c3)OCO4)n[nH]c2=S)c1 | -7 | -8 | -4 | 10 | 6 | 10 | 2 | 0.5 | -12
CCOC(=O)N1CCN(C(=O)CSc2nnc(Cn3c(=O)sc4ccccc43)n2C)CC1 | -6 | -16 | 8 | 8 | 2 | -3 | -4 | 0.0 | 9
COc1ccc(CNc2c(C(=O)O)cnc3c2cnn3C)cc1 | -3 | 6 | 0 | 4 | 0 | 0 | -2 | 2.4 | 7
COC(=O)c1c(N)sc(C(=O)N2CCOCC2)c1C | -5 | -2 | 11 | 6 | 1 | -1 | -3 | 0.2 | -10
CCOc1ccc(C2/C(=C(\O)c3c(C)[nH]c(C(=O)OC)c3C)C(=O)C(=O)N2CCN(C)C)cc1 (centres undefined) | -8 | -5 | 14 | 3 | 0 | -2 | 0 | 0.1 | 9
CCOC(=O)c1nnn(-c2nonc2-n2cccc2)c1CCl | -1 | -15 | -4 | -3 | -3 | -2 | -7 | 0.8 | -7
Cc1nc(CS(=O)c2ccc(Cl)cc2)cc(N2CCOCC2)n1 (centres undefined) | 0 | 3 | -2 | 2 | -5 | 6 | -5 | -1.2 | 3
New compounds follow.
SMILES | RBBP9 inhibitor | S1P4 antagonist | NPY1 pot ag | BaF3 parental | Ba/F3 V617F tox | Runt-CBFb FRET | NPY-Y1 antag | S1P4 ag | NPY-Y2 PAM-ag
O=C(N/C(=C\c1ccc([N+](=O)[O-])cc1)C(=O)N1CCCCC1)c1ccccc1Br | -8 | -24 | -9 | 2 | -1 | -3 | 11 | 0.4 | 7
CNC(=O)C1CC(=O)N(Cc2ccc(OC)c(OC)c2)C(=Nc2ccc(OC)cc2)S1 (centres undefined) | -11 | 0 | 5 | 6 | 3 | -6 | -4 | 0.7 | -5
O=C(/C=C/c1ccc([N+](=O)[O-])cc1)NCCN1C(=O)S/C(=C\c2ccc(F)cc2)C1=O | 3 | 5 | 1 | 3 | -3 | -4 | 6 | 0.1 | 7
CCOC(=O)c1cc(-c2ccc3c(c2)OCO3)nc2onc(C)c12 | -7 | -3 | 7 | 10 | 3 | -11 | 3 | -0.3 | 2
COc1cc(NC(=O)CSc2nc3ccccc3n2-c2ccccc2)c(C)cc1[N+](=O)[O-] | -5 | -109 | 3 | 3 | 1 | -3 | 6 | 0.5 | 8
O=C(CCCN1C(=O)/C(=C/c2ccco2)SC1=S)Nc1ccccc1C(=O)O | -6 | -7 | 17 | -2 | -4 | 30 | · | 0.8 | 22
CC(C)c1nnc(-c2ccc(Cl)cc2)c(N(C)C)n1 | -2 | -6 | 25 | -3 | -2 | -1 | 1 | 1.4 | 3
CSc1c(-c2ccccn2)c(N)nn1C(=O)C1CC1 | -3 | -8 | -21 | 2 | 0 | -2 | · | 1.5 | -47
O=C(N/N=C/c1ccco1)c1cc(=O)[nH]c2ccccc12 | -4 | -4 | 10 | 10 | 2 | 0 | -1 | 1.4 | 4
CCOP(=O)(OCC)C(NCc1ccccc1)c1ccc(Br)cc1 (centres undefined) | -5 | -9 | -17 | 3 | -1 | -5 | 14 | -2.6 | -9
COc1ccc(C(=O)CSc2ccc(-c3ccco3)nn2)cc1 | -5 | -13 | 6 | 5 | -1 | 8 | 4 | 1.2 | -11
CN(C)C=NC(=O)c1ccc(N2CCN(c3ncc(C(F)(F)F)cc3Cl)CC2)cc1 | -2 | 5 | 20 | 2 | 1 | -2 | 0 | -0.9 | 17
Cc1cccn2c(=O)c3cc(C(=O)NCc4ccco4)c(=N)n(C(C)C)c3nc12 | -4 | -13 | -9 | 5 | 1 | 19 | 0 | 2.5 | 6
CCOc1ccc(N2C(=O)C3ON(c4ccccc4)C(c4cccs4)C3C2=O)cc1 (centres undefined) | -2 | -20 | -11 | -3 | -3 | · | 6 | -0.2 | -8
c1ccc(-c2nc3ccccc3c3nc4ccccc4n23)cc1 | -11 | -2 | -4 | 6 | -5 | -2 | 3 | 0.8 | 3
Cc1cccc(OCC(=O)Nc2nnn(C)n2)c1C | -7 | -12 | -29 | 4 | 0 | -2 | -5 | 0.3 | 3
CNC(=O)CSc1nnc(SCCC(=O)O)s1 | 6 | -5 | -13 | 4 | -1 | 1 | 2 | 4.5 | 3
O=C(N/N=C\c1ccc([N+](=O)[O-])o1)C1COc2ccccc2O1 (centres undefined) | -5 | 5 | -4 | -6 | 0 | 10 | 3 | -0.3 | 1
Cc1cc(C)n(C(=O)CCCCCC(=O)n2nc(C)cc2C)n1 | -3 | -34 | 2 | 3 | 2 | -1 | 3 | -2.8 | -3
O=C(NCc1ccccc1)C(=O)NCC1OCCN1S(=O)(=O)c1ccc([N+](=O)[O-])cc1 (centres undefined) | 4 | -7 | 2 | 10 | 5 | 2 | -5 | 0.8 | -16
CCC(C(=O)Nc1ncccn1)(C(F)(F)F)C(F)(F)F | -6 | 10 | -3 | 2 | -1 | 2 | 8 | 1.8 | -3
COc1ccc(Cl)cc1N=Cc1c(O)cc(C)oc1=O | -6 | -1 | -5 | 0 | -3 | · | 4 | -0.2 | 17
CCOC(=O)C1=NNC2(CC(=O)N(c3cccc(C)c3)C2=O)C1 (centres undefined) | -3 | -8 | 3 | 0 | 4 | 1 | · | -1.2 | -1
COC(=O)C1(Cc2ccccc2)NC(c2ccc(F)cc2)C2C(=O)N(C)C(=O)C21 (centres undefined) | -3 | -5 | 9 | 4 | 4 | -4 | 4 | -0.6 | -5
Cc1scc(C(=O)NNC(=O)CCC(=O)O)c1C | -8 | 11 | 9 | -1 | 3 | -3 | 7 | -0.5 | 7
CC(/C=N/NC(=O)c1cccnc1)=C\c1ccco1 | -9 | -4 | 1 | 4 | 0 | 6 | -5 | 2.0 | 2

8 compounds from above, sorted by number of heavy atoms, highest first.
SMILES | RBBP9 inhibitor | S1P4 antagonist | NPY1 pot ag | BaF3 parental | Ba/F3 V617F tox | Runt-CBFb FRET | NPY-Y1 antag | S1P4 ag | NPY-Y2 PAM-ag
COc1cc(NC(=O)CSc2nc3ccccc3n2-c2ccccc2)c(C)cc1[N+](=O)[O-] | -5 | -109 | 3 | 3 | 1 | -3 | 6 | 0.5 | 8
CCOc1ccc(N2C(=O)C3ON(c4ccccc4)C(c4cccs4)C3C2=O)cc1 (centres undefined) | -2 | -20 | -11 | -3 | -3 | · | 6 | -0.2 | -8
Cc1cccn2c(=O)c3cc(C(=O)NCc4ccco4)c(=N)n(C(C)C)c3nc12 | -4 | -13 | -9 | 5 | 1 | 19 | 0 | 2.5 | 6
CCOC(=O)C1=NNC2(CC(=O)N(c3cccc(C)c3)C2=O)C1 (centres undefined) | -3 | -8 | 3 | 0 | 4 | 1 | · | -1.2 | -1
CCC(C(=O)Nc1ncccn1)(C(F)(F)F)C(F)(F)F | -6 | 10 | -3 | 2 | -1 | 2 | 8 | 1.8 | -3
CC(/C=N/NC(=O)c1cccnc1)=C\c1ccco1 | -9 | -4 | 1 | 4 | 0 | 6 | -5 | 2.0 | 2
Cc1scc(C(=O)NNC(=O)CCC(=O)O)c1C | -8 | 11 | 9 | -1 | 3 | -3 | 7 | -0.5 | 7
CNC(=O)CSc1nnc(SCCC(=O)O)s1 | 6 | -5 | -13 | 4 | -1 | 1 | 2 | 4.5 | 3

Screening results: PubChem, several laboratories
